MrgX1 ag: agonists of human MrgX1 receptor, primary screen, HEK293 cells, Fluo-4 calcium flux | 310,000 tested, 0.44% active | Mas-related G-protein coupled receptor member X1 (Homo sapiens), Q96LB2 | B-score at 10 µM | Fluo-4 calcium fluorescence, agonist mode; stronger effect = higher value | AID 588627, 2011;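 active = calcium response B-score plate-corrected fluorescence ratio at least 3 library SD, with starting fluorescence B-score inside 5 SD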
Target sequence (Q96LB2 whole entry, looked up): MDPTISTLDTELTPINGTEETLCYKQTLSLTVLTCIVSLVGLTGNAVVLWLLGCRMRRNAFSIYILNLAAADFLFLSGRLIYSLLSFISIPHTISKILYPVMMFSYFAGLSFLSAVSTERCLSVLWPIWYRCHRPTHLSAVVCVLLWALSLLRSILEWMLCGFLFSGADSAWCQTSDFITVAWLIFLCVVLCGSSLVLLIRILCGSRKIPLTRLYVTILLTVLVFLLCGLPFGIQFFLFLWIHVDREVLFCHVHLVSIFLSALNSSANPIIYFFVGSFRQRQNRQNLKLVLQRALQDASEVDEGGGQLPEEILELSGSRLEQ
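Material: MrgX1-expressing HEK293 cells; input: 15,000 cells per well; doses: test compound given as first of three sequential additions; schedule: overnight plating before 1 h dye loading; technique: Fluo-4 NW calcium-flux fluorescence, kinetic read; evaluation: baseline-normalised fluorescence change ratio, B-scored; control set: plate-wise positive and negative controls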
TRPC4 PAM: positive allosteric modulators of TRPC4, primary screen, cell-based, mouse TRPC4beta, HEK293 mu-opioid, Fluo-4 calcium; 310,000 tested, 0.42% active; B-score at 10 µM; Short transient receptor potential channel 4 (Mus musculus), Q9QUQ5; DAMGO EC20, Fluo-4 Ca2+ flux; stronger effect = higher value;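 active = B-score of calcium response area above 5 SD of library B-scores, with initial fluorescence ratio within 5 SD of library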;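 note: B-score of integrated fluorescence ratio over time as area under calcium response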
TRPC6 act: mouse TRPC6 channel activators, primary screen, cell-based, HEK293, membrane potential dye. Short transient receptor potential channel 6 (Mus musculus), Q61143. HEK293-TRPC6 membrane potential dye fluorescence; stronger effect = higher value. B-score at 10 µM. 310,000 tested, 0.13% active;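 active = B-score of the integrated fluorescence ratio above library mean plus 3 SD, and starting fluorescence ratio within library mean plus 5 SD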;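 note: higher score means more depolarization so channel activation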
TRPC4 block: inhibitors of mouse TRPC4 channel, primary screen, Fluo4 calcium, HEK293 TRPC4beta/mu-opioid cells. AID 2247, 2010. DAMGO-evoked Fluo4 calcium flux; stronger effect = lower value. Short transient receptor potential channel 4 (Mus musculus), Q9QUQ5. 300,000 tested, 0.39% active. B-score at 10 µM;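 active = B-score over 3 SD under the library average, no early fluorescence shift, positive overall ratio signal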
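Test system – stable TRPC4beta/mu-opioid receptor HEK293 cells · Probe or stimulus – DAMGO, a submaximal dose followed by a maximal one · Dosing – one concentration per compound · Signal – Fluo4 calcium fluorescence by kinetic imaging, 5 s 1 Hz baseline · Evaluation – per-well B score of integrated baseline-normalized Fluo4 ratio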
PolyA inh: polyadenylation inhibitors in yeast reporter cells, primary screen, luminescence, S. cerevisiae; AID 1875, 2009; S. cerevisiae SKY197-pL101 polyadenylation reporter, beta-gal luminescence; efflux-impaired pdr1/pdr3 knockout yeast; score 100 = 6 SD above DMSO; 300,000 tested, 0.02% active; calls only at 12 µM;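 active = lowest replicate activity score at least 50, where 100 means six control SD above control mean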;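 note: yeast exposed to compound for 9 h at 30 °C; higher score means more reporter readthrough which indicates perturbed polyadenylation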
MrgX1 PAM: positive allosteric modulators of MrgX1, primary screen, HEK293 cells, Fluo-4 calcium flux. Mas-related G-protein coupled receptor member X1 (Homo sapiens), Q96LB2. FDSS; stronger effect = higher value. B-score at 10 µM. 310,000 tested, 0.63% active. AID 588675, 2011;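 active = plate-corrected calcium response at least 3 library SD above typical, normal starting fluorescence, not activating the receptor alone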;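 note: compound read alongside a low EC10 to EC30 dose of BAM8-22 agonist; peak minus trough fluorescence over baseline measured at the second addition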
TRPC4 act: activators of mouse TRPC4 channel, primary screen, Fluo4 calcium, HEK293 TRPC4beta/mu-opioid cells | Short transient receptor potential channel 4 (Mus musculus), Q9QUQ5 | Fluo4 calcium fluorescence; stronger effect = higher value | B-score at 10 µM | 310,000 tested, 0.49% active | AID 2237, 2010;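 active = B-score above 5 SD of library B-scores, and initial fluorescence ratio not above library mean plus 5 SD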;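 note: positive B-score marks a calcium rise read as TRPC4 activation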
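System – HEK293 cells stably co-expressing mouse TRPC4beta and mu-opioid receptor · Signal – Fluo4 calcium-sensitive dye fluorescence, kinetic, 1 Hz baseline · Benchmarks – buffer (low) and maximal DAMGO (high) · Read-out – B score of integrated fluorescence ratio per well · Incubation – dye loading 45 min room temperature, 110 s kinetic read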
MrgX1 antag: antagonists of human MrgX1 receptor, primary screen, HEK293 cells, Fluo-4 calcium flux; B-score at 10 µM; Mas-related G-protein coupled receptor member X1 (Homo sapiens), Q96LB2; AID 588676, 2011; 310,000 tested, 1.3% active; BAM8-22 antagonism; stronger effect = lower value;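 active = calcium-response B-score plate-corrected more than 3 library SD below zero, starting fluorescence within 5 deviations, no agonist response on first addition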;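 note: peak minus trough fluorescence over baseline after final BAM8-22 challenge near maximal dose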
TRPC6 inhibitor: mouse TRPC6 channel inhibitors, primary screen, cell-based, HEK293, membrane potential dye. Short transient receptor potential channel 6 (Mus musculus), Q61143. ACh-evoked depolarization; stronger effect = lower value. B-score at 10 µM. 310,000 tested, 1.1% active. AID 2553, 2010;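 active = B-score under library mean minus 3 SD, initial fluorescence not abnormally high, positive integrated signal ratio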;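 note: B-score derived from integrated fluorescence ratio over the kinetic read; more negative B-score means stronger inhibition of depolarization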
AI-2 QS mod: Vibrio harveyi AI-2 quorum sensing modulators, primary screen, JMH597 strain, luminescence/OD600 ratio; Vibrio harveyi JMH597 AI-2 luminescence/OD600 ratio, 9 h; stronger effect = lower value; strain lacks LuxN and CqsS sensors; 0 = neutral-control median; activity change, % at 7.5 µM; 300,000 tested, 0.4% active; AID 2094, 2009; in the data active = activity change below about -75%, passing the limit was not always enough;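 note: luminescence divided by OD600 gain over 9 h not by final OD600 alone; inactives centre near 13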
HIF activator: HIF pathway transcriptional activators, primary screen, cell-based, U2OS HRE-luciferase, luminescence | U2OS HRE-luciferase reporter; normalized: DMSO 0%, desferrioxamine 100% | activation, % at 7.5 µM (by protocol) | 300,000 tested, 0.32% active | AID 1910, 2009;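 active = mean activation of at least 10% of the iron chelator positive control signal, with at least half of replicates also reaching 10%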
* marks the source's active call; other numbers are inactive results.

How did Cc1cc(C)n(-c2nc(SCC(=O)O)c3c4c(sc3n2)CCCC4)n1 do in these assays?
MrgX1 ag: inactive; TRPC4 PAM: inactive; TRPC6 act: inactive; TRPC4 block: inactive; PolyA inh: inactive; MrgX1 PAM: inactive; TRPC4 act: inactive; MrgX1 antag: inactive; TRPC6 inhibitor: inactive; AI-2 QS mod: 30; HIF activator: 0.1

Results for O=C(O)c1cc(N/N=C2/CC(c3ccccc3)Oc3ccccc32)ccc1Cl (stereo unspecified) ?
MrgX1 ag: inactive; TRPC4 PAM: inactive; TRPC6 act: inactive; TRPC4 block: inactive; PolyA inh: inactive; MrgX1 PAM: inactive; TRPC4 act: inactive; MrgX1 antag: inactive; TRPC6 inhibitor: inactive; AI-2 QS mod: -14; HIF activator: 0.4

Results for O=C(NCCc1csc(-c2ccccc2)n1)c1c(F)cccc1F ?
MrgX1 ag: inactive; TRPC4 PAM: inactive; TRPC6 act: inactive; TRPC4 block: inactive; PolyA inh: inactive; MrgX1 PAM: inactive; TRPC4 act: inactive; MrgX1 antag: inactive; TRPC6 inhibitor: inactive; AI-2 QS mod: 9; HIF activator: 0.5

How did Cc1ccc(OCCCC(=O)Nc2nccs2)cc1 do in these assays?
MrgX1 ag: inactive; TRPC4 PAM: inactive; TRPC6 act: inactive; TRPC4 block: inactive; PolyA inh: inactive; MrgX1 PAM: inactive; TRPC4 act: inactive; MrgX1 antag: inactive; TRPC6 inhibitor: inactive; AI-2 QS mod: 23; HIF activator: 2.3

How did Cc1ccc(CSc2nc3ccccc3c(=O)n2CCCC(=O)NCc2ccco2)cc1 do in these assays?
MrgX1 ag: inactive; TRPC4 PAM: inactive; TRPC6 act: inactive; TRPC4 block: inactive; PolyA inh: inactive; MrgX1 PAM: inactive; TRPC4 act: inactive; MrgX1 antag: inactive; TRPC6 inhibitor: inactive; AI-2 QS mod: 13; HIF activator: -0.1

How did Cc1nc2nc(SCC(=O)c3ccccc3)[nH]c2cc1Br do in these assays?
MrgX1 ag: inactive; TRPC4 PAM: inactive; TRPC6 act: inactive; TRPC4 block: inactive; PolyA inh: inactive; MrgX1 PAM: inactive; TRPC4 act: inactive; MrgX1 antag: inactive; TRPC6 inhibitor: inactive; AI-2 QS mod: 8; HIF activator: 1.0

How did CC(=O)c1ccc(NC(=S)Nc2ccc(N3CCOCC3)cc2)cc1 do in these assays?
MrgX1 ag: inactive; TRPC4 PAM: inactive; TRPC6 act: inactive; TRPC4 block: inactive; PolyA inh: inactive; MrgX1 PAM: inactive; TRPC4 act: inactive; MrgX1 antag: inactive; TRPC6 inhibitor: inactive; AI-2 QS mod: 10; HIF activator: 0.2

How did COn1c(-c2ccc(Cl)cc2Cl)nc2ncccc21 do in these assays?
MrgX1 ag: inactive; TRPC4 PAM: inactive; TRPC6 act: inactive; TRPC4 block: inactive; PolyA inh: inactive; MrgX1 PAM: inactive; TRPC4 act: inactive; MrgX1 antag: inactive; TRPC6 inhibitor: inactive; AI-2 QS mod: 31; HIF activator: 1.0

Results for CC(C)(C)N(NC(=O)OCc1ccccc1)C(=O)c1ccccc1Cl ?
MrgX1 ag: inactive; TRPC4 PAM: inactive; TRPC6 act: inactive; TRPC4 block: inactive; PolyA inh: inactive; MrgX1 PAM: inactive; TRPC4 act: inactive; MrgX1 antag: inactive; TRPC6 inhibitor: inactive; AI-2 QS mod: -9; HIF activator: -0.3

Results for CCCCN(C)CCCNC(=O)c1ccc2c(c1)N(CC)C(=O)c1ccccc1S2=O (stereo unspecified) ?
MrgX1 ag: inactive; TRPC4 PAM: inactive; TRPC6 act: inactive; TRPC4 block: inactive; PolyA inh: inactive; MrgX1 PAM: inactive; TRPC4 act: inactive; MrgX1 antag: inactive; TRPC6 inhibitor: inactive; AI-2 QS mod: 11; HIF activator: 0.3

What do the screens show for `Cn1c(-c2sc(=S)n(-c3ccccc3)c2N)nc2ccccc21`?
MrgX1 ag: inactive; TRPC4 PAM: inactive; TRPC6 act: inactive; TRPC4 block: inactive; PolyA inh: inactive; MrgX1 PAM: inactive; TRPC4 act: inactive; MrgX1 antag: inactive; TRPC6 inhibitor: inactive; AI-2 QS mod: 12; HIF activator: 2.2

Results for Cc1ccc(C(C(=O)NCc2ccco2)N(Cc2ccco2)C(=O)CNC(=O)c2ccco2)cc1 (stereo unspecified) ?
MrgX1 ag: inactive; TRPC4 PAM: inactive; TRPC6 act: inactive; TRPC4 block: inactive; PolyA inh: inactive; MrgX1 PAM: inactive; TRPC4 act: inactive; MrgX1 antag: inactive; TRPC6 inhibitor: inactive; AI-2 QS mod: 23; HIF activator: -0.1

What do the screens show for `O=C(N/N=C/c1ccccn1)c1cc(-c2ccc(Cl)s2)[nH]n1`?
MrgX1 ag: inactive; TRPC4 PAM: inactive; TRPC6 act: inactive; TRPC4 block: inactive; PolyA inh: inactive; MrgX1 PAM: inactive; TRPC4 act: inactive; MrgX1 antag: inactive; TRPC6 inhibitor: inactive; AI-2 QS mod: 52; HIF activator: -3.3

What do the screens show for `CCOC(=O)c1sc(=S)n(CC)c1NC(=O)c1ccccc1`?
MrgX1 ag: inactive; TRPC4 PAM: inactive; TRPC6 act: inactive; TRPC4 block: inactive; PolyA inh: inactive; MrgX1 PAM: inactive; TRPC4 act: inactive; MrgX1 antag: inactive; TRPC6 inhibitor: inactive; AI-2 QS mod: -1; HIF activator: 0.0

Results for O=C(O)COc1ccc(=O)n(-c2ccccc2)n1 ?
MrgX1 ag: inactive; TRPC4 PAM: inactive; TRPC6 act: inactive; TRPC4 block: inactive; PolyA inh: inactive; MrgX1 PAM: inactive; TRPC4 act: inactive; MrgX1 antag: inactive; TRPC6 inhibitor: inactive; AI-2 QS mod: 32; HIF activator: -27

How did O=C(O)Cc1coc2cc3c(cc12)CCC3 do in these assays?
MrgX1 ag: inactive; TRPC4 PAM: inactive; TRPC6 act: inactive; TRPC4 block: inactive; PolyA inh: inactive; MrgX1 PAM: inactive; TRPC4 act: inactive; MrgX1 antag: inactive; TRPC6 inhibitor: inactive; AI-2 QS mod: 34; HIF activator: 0.0

What do the screens show for `O=C(CN1CCN(c2ccc(F)cc2)CC1)Nc1ccccc1`?
MrgX1 ag: inactive; TRPC4 PAM: inactive; TRPC6 act: inactive; TRPC4 block: inactive; PolyA inh: inactive; MrgX1 PAM: inactive; TRPC4 act: inactive; MrgX1 antag: inactive; TRPC6 inhibitor: inactive; AI-2 QS mod: 0; HIF activator: -1.2

What do the screens show for `CC(=O)Nc1ccc(Cc2nc3c([nH]2)c(=O)n(C)c(=O)n3C)cc1`?
MrgX1 ag: inactive; TRPC4 PAM: inactive; TRPC6 act: inactive; TRPC4 block: inactive; PolyA inh: inactive; MrgX1 PAM: inactive; TRPC4 act: inactive; MrgX1 antag: inactive; TRPC6 inhibitor: inactive; AI-2 QS mod: 19; HIF activator: 0.7

Results for COc1ccccc1N1C(=O)C(Cl)=C(Nc2ccccc2O)C1=O ?
TRPC4 PAM: inactive; TRPC6 act: inactive; TRPC4 block: inactive; PolyA inh: inactive; TRPC4 act: inactive; TRPC6 inhibitor: inactive; AI-2 QS mod: 36; HIF activator: 0.5

How did Cc1c2cnn(CC(=O)Nc3cccc(C(F)(F)F)c3)c(=O)c2c(C)n1Cc1ccccc1F do in these assays?
MrgX1 ag: inactive; TRPC4 PAM: inactive; TRPC6 act: inactive; TRPC4 block: inactive; PolyA inh: inactive; MrgX1 PAM: inactive; TRPC4 act: inactive; MrgX1 antag: inactive; TRPC6 inhibitor: inactive; AI-2 QS mod: 33; HIF activator: -0.4

What do the screens show for `CCOC(=O)Cn1c(S(=O)(=O)Cc2cccc(F)c2)nc(-c2ccccc2)c1-c1ccccc1`?
MrgX1 ag: inactive; TRPC4 PAM: inactive; TRPC6 act: inactive; PolyA inh: inactive; MrgX1 PAM: inactive; TRPC4 act: inactive; MrgX1 antag: inactive; TRPC6 inhibitor: inactive; AI-2 QS mod: 33; HIF activator: -0.1

Results for Cc1ccc(C)c(-n2c(SCC(=O)NCC3CCCO3)nnc2-c2ccoc2C)c1 (stereo unspecified) ?
MrgX1 ag: inactive; TRPC4 PAM: inactive; TRPC6 act: inactive; TRPC4 block: inactive; PolyA inh: inactive; MrgX1 PAM: inactive; TRPC4 act: inactive; MrgX1 antag: inactive; TRPC6 inhibitor: inactive; AI-2 QS mod: 20; HIF activator: 0.4

What do the screens show for `COc1ccc(CCN2CNc3c(c(=O)n(C)c(=O)n3C)C2)cc1`?
MrgX1 ag: inactive; TRPC4 PAM: inactive; TRPC6 act: inactive; TRPC4 block: inactive; PolyA inh: inactive; MrgX1 PAM: inactive; TRPC4 act: inactive; MrgX1 antag: inactive; TRPC6 inhibitor: inactive; AI-2 QS mod: 25; HIF activator: 0.1

Screening data deposited in PubChem BioAssay by several laboratories.

An excerpt. The share of hits here may be higher or lower than overall.
